Source: PubChem (National Center for Advancing Translational Sciences (NCATS))
GALK inhibitor – inhibitors of human galactokinase; P51570; Purified GALK, Kinase-Glo residual ATP luminescence; Potency, µM (series often up to 57.5 µM), inactives show at the highest dose activity change, negative = inhibition, usual class: inhibitors; 270,000 tested, 0.007% active; note: potency is the fitted concentration of half-maximal effect
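Galactose (100 uM) and ATP (35 uM) were turned over by 5 nM GALK for 1 h at RT. Kinase-Glo Plus then converted the remaining ATP into a luminescent signal.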
Chronic BCR inh – chronic active BCR signaling inhibition; ABC-DLBCL IkBa-CBG/CBR reporter, luminescence ratio, 4 h; Potency, µM (series often up to 46.1 µM), for inactives: at the highest dose ratio change, negative = lower green/red ratio, most hits filed as inhibitors; 340,000 tested, 0.05% active; AID 493014; active = well fitted inhibition curve with a large enough effect in the signal ratio, with a control signal flat, not every such curve was filed as active; inconclusive = small, poorly fitted or top-dose-only effect, or effect the other way, or a change in a side signal; the % refers to the signal ratio;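 note: potency is the fitted concentration of half-maximal effect; plate controls were basal doxycycline-induced cells for no effect and cells given 10 µM MG132 for full effect; MG132 reads +100%, hits lower the ratio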
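Cell line TMD8 (human ABC DLBCL), stably expressing tet-inducible CBG68-IkBa fusion and CBR; IMDM/0.5% FBS; cpd up to 46 uM; dox induction, 4 h, 37C/5% CO2; dual luminescence; green/red ratio; MG132 control.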
FBPA coupling cs – inhibits coupling enzyme system, counter-screen for aldolase hits. coupling enzyme system counterscreen, AmpLite Red fluorescence. activity change, negative = inhibition, % at 58.2 µM, hits read low. 290,000 tested, 0.67% active. AID 2472; in the data active = activity change below about -30%
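Fluorescence at 525 nm excitation and 598 nm emission measured inhibition of the coupled detection system without aldolase. Compounds (at 57.5 uM final) were preincubated 10 min at room temperature with coupling enzyme reagent before a 20 min substrate/AmpLite Red step.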
uPA generation – blocks generation of uPA at the cell surface. cell surface uPA generation assay, qHTS. Potency, µM (series often up to 38.3 µM), inactives show at the top dose activity change, negative = inhibition, hits mostly inhibitors. 330,000 tested, 0.31% active. AID 540303; active = well fitted inhibition curve with a large enough effect; inconclusive = small, poorly fitted or top-dose-only effect; inactive = no such curve, though single readings can be large or run the other way; tested in mouse RAW 264.7 cells; note: potency is the fitted concentration of half-maximal effect; nearly all actives have a fitted effect of over 55% in size
Giardia killer – kills Giardia lamblia; Giardia lamblia trophozoite viability; activity change, % at 7.66 µM, hits read low; 340,000 tested, 0.15% active; in the data active = activity change below about -80%; inconclusive = between about -30% and that limit;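 note: parasites exposed to compound for two days anaerobically before the ATP read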
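Luminescence from cellular ATP indicates surviving trophozoites (100 cells/well) following 48 hrs anaerobic compound treatment at 37 deg C; signal develops 15-30 min at room temperature.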
PKM2 act – increases activity of human pyruvate kinase M2; purified PKM2, Kinase-Glo ATP luminescence, activation; response scale: 0% is enzyme alone, no compound; Potency, µM (highest dose often 57.5 µM), for inactives: at the top dose activation, most hits filed as activators; 260,000 tested, 0.34% active; P14618; note: potency is the fitted concentration of half-maximal effect; nearly all actives have a fitted effect of over 55% in size
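ATP formation by purified human PK-M2, quantified via coupled luciferase luminescence after 1 h at room temperature with 0.1 mM ADP and 0.5 mM PEP final.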
USP2a block – inhibitors of human ubiquitin-specific protease USP2a. O75604. USP2 core, Ub-CHOP2 coupled fluorogenic reporter, 485/531. Potency, µM (highest dose often 38.3 µM), inactives show at the highest dose activity change, negative = inhibition, usual class: inhibitors. 330,000 tested, 0.01% active. AID 463254;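 note: potency is the fitted concentration of half-maximal effect; plate controls were DMSO wells for no effect and full inhibition by NEM control for full effect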
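Deubiquitinase activity read as fluorescence (485/531 nm) after Ub-CHOP2 cleavage activates the enterokinase reporter on its substrate; USP2 core 10nM, Ub-CHOP2 and substrate 25nM each, 30min compound preincubation then 60min RT; data normalized to NEM, curves fitted.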
KCNH2 WT inh – KCNH2 (human, wildtype) channel inhibition | Q12809 | U2OS, BacMam KCNH2, thallium flux FluxOr; stronger effect = lower value | activity change, % at 1.84 µM | 340,000 tested, 0.37% active;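 active = maximum activity change below -70%; inconclusive = maximum activity change between -70% and -50%; inactive = maximum activity change above -50%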
Target sequence (Q12809 whole entry, looked up): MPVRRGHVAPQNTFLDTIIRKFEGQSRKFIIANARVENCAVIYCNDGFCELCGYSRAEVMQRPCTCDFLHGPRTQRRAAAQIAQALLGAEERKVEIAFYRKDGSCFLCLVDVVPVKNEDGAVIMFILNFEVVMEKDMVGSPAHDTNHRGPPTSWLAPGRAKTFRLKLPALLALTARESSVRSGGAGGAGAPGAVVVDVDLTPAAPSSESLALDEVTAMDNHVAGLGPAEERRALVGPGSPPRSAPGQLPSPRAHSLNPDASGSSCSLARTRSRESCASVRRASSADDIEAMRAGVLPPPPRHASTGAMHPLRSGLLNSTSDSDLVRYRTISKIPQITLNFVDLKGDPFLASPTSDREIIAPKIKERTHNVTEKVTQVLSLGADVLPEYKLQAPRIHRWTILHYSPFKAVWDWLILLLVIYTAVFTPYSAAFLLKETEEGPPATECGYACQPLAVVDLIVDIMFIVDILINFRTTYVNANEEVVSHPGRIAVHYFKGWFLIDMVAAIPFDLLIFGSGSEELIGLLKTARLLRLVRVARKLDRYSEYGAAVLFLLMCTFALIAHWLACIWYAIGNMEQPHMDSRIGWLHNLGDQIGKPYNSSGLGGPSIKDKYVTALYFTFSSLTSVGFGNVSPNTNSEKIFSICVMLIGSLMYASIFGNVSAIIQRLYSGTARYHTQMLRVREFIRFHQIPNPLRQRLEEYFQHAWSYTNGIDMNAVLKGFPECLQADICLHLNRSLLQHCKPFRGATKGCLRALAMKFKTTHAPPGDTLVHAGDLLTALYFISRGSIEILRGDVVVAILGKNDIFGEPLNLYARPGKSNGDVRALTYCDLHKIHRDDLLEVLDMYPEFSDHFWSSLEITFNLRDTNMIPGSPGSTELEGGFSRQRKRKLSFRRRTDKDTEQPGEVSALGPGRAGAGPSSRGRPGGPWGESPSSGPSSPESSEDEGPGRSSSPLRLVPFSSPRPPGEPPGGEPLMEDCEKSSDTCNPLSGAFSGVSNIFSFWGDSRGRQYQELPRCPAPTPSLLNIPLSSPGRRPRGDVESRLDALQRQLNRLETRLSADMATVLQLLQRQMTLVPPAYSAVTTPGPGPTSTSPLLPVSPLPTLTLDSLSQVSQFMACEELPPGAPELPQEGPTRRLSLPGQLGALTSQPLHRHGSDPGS
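U2OS cells transduced with wild-type KCNH2 virus are loaded with FluxOr dye for 45 min, and thallium flux is measured in kinetic reads before and after stimulation buffer. Rate constants are normalized to DMSO controls.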
Eya2 inh – inhibitors of human Eya2 phosphatase activity; recombinant Eya2, OMFP fluorescence dephosphorylation (OMFP is methylfluorescein phosphate); O00167; Potency, µM (top dose mostly 76.9 µM), for inactives: at the highest dose activity, negative = inhibition, usual class: inhibitors; 330,000 tested, 0.006% active; note: potency is the fitted concentration of half-maximal effect
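Eya2 (0.2 uM) preincubated 10 min at ambient with compound, then OMFP substrate added at 50 uM; 10 min reaction in 50 mM HEPES pH 7.5, 50 mM NaCl, 5 uM MgCl2, 0.05% BSA, 1 mM DTT. Fluorescence read at Ex 485/Em 525 nm.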
B2AR arrestin – agonists driving beta-arrestin recruitment to human beta2-adrenergic receptor; P07550; beta-arrestin recruitment to beta2AR, cell-based reporter; Potency, µM (highest dose often 46.1 µM), for inactives: at the top dose activation, most hits filed as activators; 330,000 tested, 0.02% active;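 note: potency is the fitted concentration of half-maximal effect; 0% = DMSO controls and full agonism = EC100 isoproterenol or metaproterenol; nearly all actives have a fitted effect of over 65% in size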
KCNH2 3.1 block – blocks the human KCNH2 3.1 channel isoform; AID 720553; 340,000 tested, 0.95% active; activity change, % (tested at about 1.8 µM); U2OS KCNH2 3.1, thallium flux FluxOr; stronger effect = lower value;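 active = maximum activity change below -70%; inconclusive = maximum activity change from -70% to -50%; inactive = maximum activity change above -50%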;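 note: thallium influx rate constant from kinetic fluorescence after stimulation buffer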
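We transduce U2OS cells with the mutant 3.1 virus, culture them overnight, load FluxOr with Red40 quencher for 45 min, then add stimulation buffer and read kinetically for 2 min to derive a normalized rate constant.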
* marks the source's active call; other numbers are inactive results; ? = inconclusive; / = not tested or not shown; [ ] = dose if it differs, or a comment. Unless noted, calls come from the whole dose curve; as a rule, active = well fitted curve in the direction sought with a large enough effect; inconclusive = small, poorly fitted or top-dose-only effect, or another doubt; inactive = no such curve, though single readings can be large; an effect the other way counts as inactive or inconclusive. Unless noted, % is set by controls: 0 for no effect and ±100 for the full control effect.

SMILES	GALK inhibitor	Chronic BCR inh	FBPA coupling cs	uPA generation	Giardia killer	PKM2 act	USP2a block	KCNH2 WT inh	Eya2 inh	B2AR arrestin	KCNH2 3.1 block
CCN(CC(=O)Nc1ccc2c(c1)OCCO2)C(=O)c1cccc(OCC(C)C)c1	-7.5%	?	/	6.6%	-16.8	/	1.6%	-9.3	0.9%	-0.8%	/
Fc1ccccc1NC(=S)NCCc1ccccc1	-5.3%	-6.4%	-0.5	-1.9%	-21.9	0.8%	3.3%	-1.8	-15.3%	-0.9%	3.2
Cc1ccc(NC(=O)C2OCCc3ccccc32)cc1Cl (stereo unspecified)	-3.4%	?	-1.8	?	2.0	-9.3%	-1.5%	-1.6	-0.6%	-0.5%	0.7
Cc1ccc2oc(C(=O)N3CCN(c4cccc(C)n4)CC3)c(C)c2c1	3.3%	-0.7%	0.2	2.8%	-3.7	-6.5%	-4.9%	6.0	-5.1%	0.0%	-5.0
Cc1c(NC(=S)SCc2ccccc2)c(=O)n(-c2ccccc2)n1C	9.4%	?	1.1	-1.5%	-4.6	1.5%	3.0%	3.8	-7.0%	-0.1%	5.6
COc1cccc(CN(C)Cc2nc(C3CC3)no2)c1	-0.3%	-3.2%	2.1	-7.3%	27.2	-0.1%	-0.5%	-8.4	0.6%	-1.1%	-23.7
CNC(=S)N(CCc1c(C)[nH]c2ccc(Cl)cc12)Cc1cccs1	5.1%	?	-0.1	/	/	2.9%	-1.1%	/	-27.7%	-0.2%	/
CCCCN(C(=O)Cc1ccc(S(=O)(=O)N2CCOCC2)s1)c1c(N)n(CCCC)c(=O)[nH]c1=O	/	-1.2%	/	1.2%	-21.8	/	2.4%	-74.9*	-5.6%	-0.8%	-3.6
Cc1ccc2[nH]c(-c3cccc(N)c3)cc2c1	6.8%	?	1.7	-4.4%	-14.7	0.8%	1.9%	6.1	-2.2%	0.1%	17.9
CCOCCCNS(=O)(=O)c1ccc(-n2cnnn2)c(OC)c1	-2.1%	-2.1%	4.6	8.5%	3.8	6.3%	-1.3%	-4.7	5.1%	-0.3%	1.6
Cc1c(C(=O)NCc2ccccn2)oc2ccc(Br)cc12	/	?	/	-2.4%	6.2	/	-1.0%	1.3	5.0%	-0.2%	7.4
CCc1ccc(/C=N\n2cnnc2)cc1	9.2%	-0.2%	2.1	6.4%	-5.8	-6.7%	1.5%	-3.0	-1.6%	-0.8%	-3.3
Cc1ccc(NC(=O)CN(C)C(=O)C(Sc2ccccc2)c2ccccc2)cc1 (stereo unspecified)	/	-3.8%	/	16.7%	-6.0	/	-9.4%	-2.2	-8.5%	-0.7%	-9.2
CN(CC(=O)NCc1ccccn1)S(=O)(=O)c1ccc(Br)cc1	-2.4%	-9.6%	-2.2	11.0%	6.2	-0.1%	3.1%	/	-3.0%	-0.4%	5.7
Cc1ccc([C@@H]2CC=C(C(=O)O)CN2S(=O)(=O)c2ccccc2C)cc1	/	1.1%	/	-4.3%	-15.5	/	-0.8%	-13.3	-13.4%	-0.7%	-4.5
Cc1ccccc1NC(=O)c1ccccc1NS(=O)(=O)c1cccc2cccnc12	-0.7%	-0.5%	-0.3	4.3%	-4.8	0.6%	-0.2%	5.2	-6.5%	-0.1%	-17.2
CC1CCCC(C)N1C(=O)COC(=O)c1cccnc1Cl (stereo unspecified)	/	4.0%	/	5.4%	-2.4	/	4.5%	1.3	10.9%	0.1%	13.8
CC1CN(C(=O)CCC(=O)NCc2ccc(Cl)cc2)c2ccccc2S1 (stereo unspecified)	/	2.1%	0.8	3.0%	32.1[activator]	-2.1%	0.6%	-10.3	4.1%	-1.6%	1.3
COc1ccc(C(=O)C2CCCN(Cc3ccc4nonc4c3)C2)cc1F (stereo unspecified)	0.6%	2.7%	1.4	-0.5%	-3.7	0.0%	-0.5%	3.3	-2.9%	0.0%	-8.1
O=C(NCCc1ccccc1)C1CCC(CNc2c(N3CCCCC3)c(=O)c2=O)CC1 (stereo unspecified)	/	?	5.1	1.7%	-24.1	0.9%	0.1%	-10.7	7.8%	-1.2%	-7.2
O=C1CC(Nc2ccc(N3CCOCC3)cc2)C(=O)N1C1CCCCC1 (stereo unspecified)	-4.4%	7.7%	-0.6	-6.2%	4.7	-1.8%	-2.0%	6.3	-13.6%	0.3%	9.0
COc1ccc(CC(=O)NCc2nnc(SCc3ccc([N+](=O)[O-])cc3)n2C)cc1	-0.4%	3.3%	2.1	1.8%	-8.9	0.8%	11.6%	23.8	-13.1%	-1.0%	-7.7
CCn1c(SCC(=O)N2CCC(C(N)=O)(N3CCCCC3)CC2)nnc1-c1ccccc1	0.3%	10.4%	3.6	4.8%	4.6	2.5%	2.3%	-8.5	5.8%	-0.9%	-6.2
CCn1c(SCC(=O)NC2CCCC2)nnc1-c1cccnc1	2.8%	7.0%	1.1	1.2%	-2.5	/	-0.2%	0.4	-7.0%	-0.4%	-4.3
Cc1sc2nc(C(C)Sc3n[nH]c(N)n3)[nH]c(=O)c2c1C (stereo unspecified)	-0.1%	1.9%	0.1	/	/	-0.9%	1.0%	/	-5.7%	-0.8%	/

The last two entries of the part before open the next one.
SMILES	GALK inhibitor	Chronic BCR inh	FBPA coupling cs	uPA generation	Giardia killer	PKM2 act	USP2a block	KCNH2 WT inh	Eya2 inh	B2AR arrestin	KCNH2 3.1 block
CCn1c(SCC(=O)NC2CCCC2)nnc1-c1cccnc1	2.8%	7.0%	1.1	1.2%	-2.5	/	-0.2%	0.4	-7.0%	-0.4%	-4.3
Cc1sc2nc(C(C)Sc3n[nH]c(N)n3)[nH]c(=O)c2c1C (stereo unspecified)	-0.1%	1.9%	0.1	/	/	-0.9%	1.0%	/	-5.7%	-0.8%	/
COc1ccc(-c2cnn3c4c(c(C)nc23)CCN4C(C)C)cc1OC	0.6%	?	-0.4	/	17.9	-1.2%	1.5%	-9.0	-16.2%	0.0%	4.1
Cc1noc(C)c1NC(=O)N(C)C[C@H]1Oc2ccc(NS(=O)(=O)c3c(C)noc3C)cc2C(=O)N([C@H](C)CO)C[C@@H]1C	/	-0.1%	/	6.2%	-3.9	/	3.2%	-40.1	4.0%	0.1%	-3.8
COCCCNC(=O)c1cc(C)nn1-c1ccccc1	/	-0.2%	0.2	-6.6%	-1.1	-3.9%	-3.7%	-13.5	20.7%	-0.8%	10.1
O=C(CSc1nc2ccccc2[nH]1)Nc1ccc(N2CCOCC2)cc1	3.5%	1.1%	/	-12.6%	-4.1	-11.0%	-5.1%	11.5	-13.8%	-0.4%	-4.0
CC(=O)c1sc(NC(=O)c2cccc3ccccc23)nc1C	-1.0%	?	0.6	3.0%	-16.3	1.3%	4.1%	-0.4	3.6%	0.4%	9.7
CSc1nc(Cl)cc(N2CCOCC2)n1	-3.4%	?	-1.3	-11.0%	20.8	12.3%	-0.8%	-5.0	7.7%	-0.2%	-4.0
Cc1ccc(S(=O)(=O)NC2=NCN(C(C)C)CN2)cc1	10.8%	0.9%	2.5	2.9%	17.5	/	0.8%	2.6	-4.5%	-0.1%	-9.3
CCOc1ccc(NS(=O)(=O)c2cc(NC(=O)C3CC3)ccc2C)cc1Br	/	-12.7%	/	5.2%	1.3	/	1.2%	14.0	-3.6%	0.4%	-12.9
O=C1COc2ccc(C(=O)COC(=O)Cc3ccc(Cl)cc3)cc2N1	-1.8%	5.1%	2.7	2.3%	-16.9	0.6%	-0.6%	2.9	-19.6%	0.1%	-17.9
CCn1c(=O)c2c(n3c(=S)[nH]nc13)-c1ccccc1CC21CCCCC1	-3.0%	?	6.3	2.1%	0.2	1.7%	0.5%	6.1	-0.3%	0.5%	1.6
C(=N\n1cnnc1)/c1ccc2c(c1)OCO2	1.4%	0.2%	1.5	-0.6%	16.3	5.0%	1.6%	1.2	-1.8%	0.0%	7.6
Cc1ncc(CO)c(/C=N/NC(=O)c2ccc(Br)cc2)c1O	0.2%	-2.3%	1.4	/	/	3.1%	2.2%	/	-1.8%	0.0%	/
Cc1ccc(SCc2cc(=O)[nH]c(/N=C(\N)Nc3ccccc3Sc3ccccc3)n2)cc1	3.0%	?	3.0	2.4%	-8.1	-12.6%	-8.0%	-3.9	-5.5%	-0.1%	-2.0
Cc1nc2cc(-c3ccc(F)cc3)[nH]n2c(=O)c1C	-1.0%	?	-3.3	?	-5.6	-1.7%[11.5 µM]	0.6%	-8.2	2.9%	-0.6%	22.9
Cc1ccc(CN2CCN(CC(=O)N3CCc4ccccc4C3)C2=O)cc1	-1.8%	14.6%	-20.4	/	/	-12.5%	0.8%	/	-4.5%	0.1%	/
CCOC(=O)C1=C(C)Nc2ccccc2N/C1=N\S(=O)(=O)c1ccc(Cl)cc1	/	-0.7%	/	1.9%	-11.1	/	-1.2%	1.8	-13.0%	-0.5%	-32.7
COCC1CCCCN1Cc1cn(-c2ccccc2)nc1-c1ccc2c(c1)OCO2 (stereo unspecified)	-2.9%	?	-0.1	0.1%	10.4	5.2%	-0.4%	6.4	-4.0%	-0.3%	0.0
